All columns: NCI-60 one-dose screen, growth in % after 48 h at 10 µM unless noted; 100 = growth as untreated, 0 = no growth, -100 = all killed.
MALME-3M = MALME-3M melanoma. actives 5.8% (n = 78,000)
UACC-257 = UACC-257 melanoma; actives 4.4% (n = 78,000)
SK-MEL-5 = SK-MEL-5 melanoma. actives 6.4% (n = 80,000)
A549/ATCC = A549/ATCC NSCLC; actives 3.7% (n = 81,000); AID 1794740
UACC-62 = UACC-62 melanoma; actives 5.4% (n = 81,000); AID 1794756
M14 = M14 melanoma; actives 6.2% (n = 80,000)
EKVX = EKVX NSCLC; actives 3% (n = 71,000); AID 1794765
SK-MEL-2 = SK-MEL-2 melanoma | actives 4.7% (n = 77,000)
* = called active by the depositor; / = no result given; & = joins results of further samples; ! = a repeat was not active. The calls were made as follows: active = growth percent below 10; inactive = the rest.

compound,MALME-3M,UACC-257,SK-MEL-5,A549/ATCC,UACC-62,M14,EKVX,SK-MEL-2
COc1cc2c(c(OC)c1OC)C(=O)CC(c1cccc(NC(=O)c3ccccc3)c1)O2 (stereo unspecified),94,87,83,87,78,89,92,96
COc1ccc(CCNC(=O)Cc2cc3c(cc2[N+](=O)[O-])OCO3)cc1OC,92,108,102,98,94,97,94,101
COc1ccc(NC(=O)Cn2c(=O)c3ccccc3c(=O)n2-c2ccccc2)cc1,95,91,83,88,78,104,93,83
N/C=N/O,110,102,110,101,103,104,103,93
COc1ccc(N2CC3(CC3(Cl)Cl)C2=O)cc1 (stereo unspecified),100,89,104,68,/,89,77,105
Cc1cc(Br)ccc1N,97,120,108,104,94,97,91,127
CC1=C(C)C(=O)C(Nc2ccc(C(=O)OC(C)(C)C)cc2)=C(Br)C1=O,96,103,100,103,94,96,97,111
COc1ccc(-c2nnc(CNc3ccccn3)o2)cc1OC,95,88,98,84,87,94,95,96
O=C(OCCOCCN1CCCCC1)N1c2ccccc2Sc2cccnc21,100,79,98,96,104,104,/,122
COC12C=CC34c5ccccc5C(=O)N3c3ccccc3C(O1)C4C2 (stereo unspecified),104,106,99,105,92,109,103,100
CC(=O)OCC1(C)OC(=O)N(c2ccccc2)C1=O (stereo unspecified),105,95,103,100,100,105,106,102
CCCCNC(=O)OCn1cnc2c(SCCC)ncnc21,92,108,106,107,115,109,105,109
COc1cccc2cc(C(=O)OCC(=O)Nc3nc(-c4ccccc4)cs3)c(=O)oc12,114,/,96,108,100,116,101,89
CCOC(=O)C1=C(C)N=C2Sc3ccccc3N2C1c1ccccc1 (stereo unspecified),102,93,86,83,66,89,68,90
CCOC(=O)C1=C(Nc2ccccc2)CSC1,92,100,101,96,106,110,/,103
COc1ccc(Cl)cc1-c1nc(C)c(C(C)=O)c(-c2cccc(Oc3ccccc3)c2)n1,86,87,91,82,66,70,/,/
COc1ccc(CCc2nc3cc(-c4c(C)noc4C)ccc3n2CCN2CCOCC2)cc1,-37*,13,-0.3*,26,20,21,/,50
C=C1C(=O)O[C@@H]2C[C@]3(C)CC[C@]4(C)[C@H](CC[C@@H]5[C@@]6(C)CCC(=O)C(C)(C)[C@@H]6CC[C@]54C)[C@H]3[C@H]12,106,120,104,109,105,102,105,105
O=S(=O)(c1ccc(C(F)(F)F)cc1)N1CCN(c2nccc(-c3c(-c4cccc(F)c4)nc4sccn34)n2)CC1,115,92,70,90,70,95,83,100
CSc1ncc(Br)c(Nc2ccccc2C)n1,130,99,101,93,89,117,80,95
COc1ccc(C2N=C3C(c4ccccc4)=NOC3C(=O)N2)cc1 (stereo unspecified),115,106,112,99,100,109,104,101
COc1ccc(/C=c2\c(=O)n(-c3ccccc3)c3nn4c(n23)=NNC(=S)N=C4c2ccccc2)cc1,104,106,97,113,95,99,84,107
CC(C)C(=O)NCc1ccccc1,104,103,97,102,106,101,111,/
Oc1c(Cl)cc(Cl)c2ccc(CN3CCNCC3)nc12,68,71,43,31,33,48,49,67
CCOC(=O)C1=C(C(C)=O)C(c2cccc([N+](=O)[O-])c2)C(C(C)=O)=C(C(=O)OCC)N1,100,101,101,101,87,105,98,117
CC1(C)CC[C@]23CC[C@]4(C)[C@H](CC[C@@H]5[C@@]6(C)C/C(=C/c7cccnc7)C(=O)C(C)(C)[C@@H]6CC[C@]54C)[C@H]2[C@H]1OC3,85,89,94,92,85,111,88,89
CCC(O)C(C)(C)N (stereo unspecified),104,/,107,102,108,102,/,106
O=C(NCCNc1cc(-c2cn(-c3ccccc3)nc2-c2cccc(O)c2)ccn1)Nc1ccc(Cl)c(C(F)(F)F)c1,83,90,66,62,77,48,57,104
CCCCCCCCCC(C)NC(=O)CCl (stereo unspecified),94,/,98,/,93,107,/,/
CN(C)Cc1ccc(NC(=O)c2cncc(C#Cc3cnc(N)c4ncccc34)c2)cc1C(F)(F)F,-6.7*,37,25,-15*,45,-55*,89,41
C/C1=C\[C@H](C)CC[C@H](C(Cl)(Cl)Cl)OC(=O)C[C@@H]([C@@H]2C[C@H]2Cl)OC(=O)/C=C/[C@@H]2[C@@H]1CC=C1C(=O)NC[C@@]12C,109,/,93,53,74,102,86,90
COc1ccc(C2CC(c3ccccc3)=NN2/C=C2\SC(=S)N(NC(=O)Cc3ccccc3Nc3c(Cl)cccc3Cl)C2=O)cc1 (stereo unspecified),91,114,100,98,86,99,95,91
Nc1nc(N)sc(=S)n1,107,99,107,99,94,98,102,102
COc1cc(C2=Nc3c/c(=C\c4c(O)[nH]c5ccccc45)ccc3=N2)cc(OC)c1OC,100,90,72,92,48,78,92,87
NNC(=O)c1cc(-c2ccc(Br)cc2)n(-c2ccc(S(N)(=O)=O)cc2)n1,97,94,99,98,93,97,69,101
CS(=O)(=O)Oc1ccc(C(=O)CC2(O)C(=O)Nc3ccccc32)cc1 (stereo unspecified),92,103,99,108,94,93,98,118
CCC1(C)C=C2CCC3C(C)(C(=O)O)CCCC3(C)C2CC1 (stereo unspecified),/,91,97,90,115,106,/,112
O=c1ccc2nc3ccccc3sc-2c1,101,/,88,99,78,100,/,/
CCOC(=O)CC1CSC(Nc2ccc(C)cc2)=N1 (stereo unspecified),103,99,101,105,100,95,101,94
Nc1nc(N)c2[nH]c(=O)[nH]c2n1,100,88,98,72,116,95,95,103
O=C(O)c1ccc2c(c1Nc1ccccc1)C(=O)c1ccccc1C2=O,120,101,101,94,87,89,85,111
NC(=S)NCCN1CCOCC1,102,116,100,118,99,108,91,129
CCCCn1c(=O)c(/C=C/C(=O)/C=C/c2ccc(OC)cc2)cc2cc(Cl)ccc21,119,92,79,51,76,95,91,84
Cn1cnc2c(N(CCO)CCO)ncnc21,88,93,104,95,/,99,99,101
C=C(C)[C@@H]1CC[C@]2(C(=O)N3CCNCC3)CC[C@]3(C)[C@H](CC[C@@H]4[C@@]5(C)C/C(=C/c6ccncc6)C(=O)C(C)(C)[C@@H]5CC[C@]43C)[C@@H]12,114,104,100,102,103,108,/,107
COc1ccc2[nH]c(C(=O)N3CCN(C(=O)OCc4ccc5c(Br)cc(Br)c(O)c5n4)CC3)cc2c1,-95*,-59*,-99*,-80*,-95*,-78*,-76*,-89*
CC(C)c1cc(C(C)C)c(C(=O)c2ccc([N+](=O)[O-])cc2)c(C(C)C)c1,99,65,71,77,80,84,/,108
Cc1nc(Cl)sc1[C@H](O)COS(N)(=O)=O,104,111,102,99,94,103,99,103
C/C=C/C/C=C/[C@H](C)C[C@H](O)[C@@H]1C[C@@H]2O[C@H]2/C=C/[C@H](O)[C@@H](O)/C=C/C[C@H](C)CC(=O)O1,103,110,73,72,71,81,121,/
Cc1nn(-c2ccccc2)c2nc(CNc3ccc(NCc4c(-c5ccccc5)no[n+]4[O-])cc3)[nH]c(=O)c12,106,98,90,74,64,92,83,99
CC(C)C(C)(NS(=O)(=O)c1ccccc1)C(=O)O (stereo unspecified),111,108,101,96,100,92,93,101
N#Cc1c(-c2ccc(F)cc2)cc(-c2ccncc2)[nH]c1=O,104,99,104,94,95,105,106,109
COc1ccc(/C=C(\C#N)n2nc3ccc(C(=O)Nc4ccc(SC)cc4)cc3n2)cc1,80,84,90,98,49,86,86,90
CCCC1=C(C(=O)OCC)C(c2cccc(C#N)c2)C(C(=O)OC)=C(C)N1 (stereo unspecified),110,101,95,97,79,113,96,114
O=C(O)Cc1cc(=O)[nH]n(-c2ccccc2)c1=O,113,98,107,96,101,106,96,116
Cc1nc2ccc(N)nc2nc1C,116,107,109,105,102,110,106,127
COc1ccc(CCNC(=O)C(=O)[C@H](Cc2ccccc2)NC(=O)c2oc3cc(OC)c(O)cc3c(=O)c2C)cc1,119,108,94,103,70,101,98,104
OC1CCN(Cc2ccccc2)CC1,100,107,115,99,93,78,94,103
Cc1ccc(-c2csc(N/N=C/c3cccs3)n2)cc1,89,97,73,84,89,90,65,111
Cc1c(CC(=O)N(C)CCO)cc(-c2ccc(Cl)cc2)n1-c1ccccc1,102,96,97,90,78,109,100,105

Grouped by structure: those above containing bromine (five)
compound,MALME-3M,UACC-257,SK-MEL-5,A549/ATCC,UACC-62,M14,EKVX,SK-MEL-2
Cc1cc(Br)ccc1N,97,120,108,104,94,97,91,127
CC1=C(C)C(=O)C(Nc2ccc(C(=O)OC(C)(C)C)cc2)=C(Br)C1=O,96,103,100,103,94,96,97,111
CSc1ncc(Br)c(Nc2ccccc2C)n1,130,99,101,93,89,117,80,95
NNC(=O)c1cc(-c2ccc(Br)cc2)n(-c2ccc(S(N)(=O)=O)cc2)n1,97,94,99,98,93,97,69,101
COc1ccc2[nH]c(C(=O)N3CCN(C(=O)OCc4ccc5c(Br)cc(Br)c(O)c5n4)CC3)cc2c1,-95*,-59*,-99*,-80*,-95*,-78*,-76*,-89*

Following part
compound,MALME-3M,UACC-257,SK-MEL-5,A549/ATCC,UACC-62,M14,EKVX,SK-MEL-2
CC1=C[C@H]2c3c(c(O)c(O)c4oc5cc(O)cc(O)c5c(=O)c34)[C@H](c3cc(O)c(O)c4oc5cc(O)cc(O)c5c(=O)c34)[C@H]2C(C)(C)C1,-30*!,0.6*!,-98*,-38*,-69*,-20*,-32*!,-41*
CCCCOc1ccccc1/C=C1/SC(N2CCC(C)CC2)=NC1=O,106,102,71,80,66,95,81,101
C=CCn1c2ccccc2c2c(C)c3ccncc3c(C)c21,86,95,76,76,64,92,50,86
Cc1nc2cc(C)c(C)cc2o1,/,110,104,110,109,116,97,/
Nc1ncnc2c1ncn2C1CC(O)C(CO)O1 (stereo unspecified),110,102,108&115,101,105&104,103&113,118&100,100&38
COCCOCn1c(NN)c(C#N)c2c(N)ncnc21,118,118,108,113,102,104,113,125
O=c1/c(=C/Nc2cccc(O)c2)sc2ncnn12,107,118,99,94,93,98,95,107
Cc1nc2ccc(Br)cn2c1-c1nnc(SCc2cccc3ccccc23)o1,107,107,91,93,81,106,90,103
CCc1nn2c(C)cc(C)nc2c1Cc1ccc(/C=C/CN2CCN(CCOCCOCCN3CCN(C/C=C/c4ccc(Cc5c(CC)nn6c(C)cc(C)nc56)cc4)CC3)CC2)cc1,-92*,-68*,-98*,12,-86*,/,47,79
Cc1ccc(Cn2c(C)cc(C)c(C#N)c2=O)cc1,97,112,101,115,90,92,98,113
O=S(=O)(Cl)c1cc(Cl)c(Cl)cc1Cl,124,101,109,99,107,109,98,102
COc1ccc(Oc2c(I)cc(CC(NC(C)=O)C(=O)O)cc2I)cc1 (stereo unspecified),88,84,61,87,73,81,68,102
C=CC(=O)OCCCCCC,104,101,100,102,97,97,97,117
CCOC(=O)c1cnn(CC(C)O)c1NC(=O)NCc1ccc(C(F)(F)F)cc1 (stereo unspecified),92,81,101,84,89,90,93,92
O=c1oc2c(cnc3ccccc32)cc1-c1cccc(Cl)c1,103,101,107,104,96,112,99,118
CCCCN1CSC(=S)N(CCCC)C1,107,94,97,98,82,96,102,100
CCN(CC)Cc1ccccc1,112,109,101,103,100,100,111,122
CCCCCCCC/C=C\CCCCCCCC(=O)OCCCCCCCCCCCCCCC,113&126,106&108,109&106,90&101,105&113,111&115,93&99,121&108
Cc1cc(C)cc(CCc2cc(C)cc(C)c2)c1,/,98,109,97,101,112,95,105
O=C(N=Nc1c(O)[nH]c2ccc(F)cc12)c1cc2ccccc2[nH]1,100,106,100,91,96,95,89,91
COc1cccc(-c2nc3[nH]nc(SC)c3c(=O)[nH]2)c1,104,104,/,107,94,/,100,105
O=C(CSCC(=O)Nc1ccc2ccccc2c1)NCc1ccco1,111,100,97,90,93,110,/,102
O=C1[C@H]2CCCCCCCCC[C@H]1[C@]1(O)C[C@@H]2[C@H]2CO[C@@H]1O2,101,108,99,100,94,98,98,95
O=C(O)c1cn(C2CC2)c2cc(N3CCN(C(=O)c4ccccc4)CC3)c(F)cc2c1=O,/,/,108,86,90,96,93,103
CC(=O)Nc1ccc(C(=O)C=O)cc1,121,134,123,122,90,99,106,108
COc1ccc2c(c1)O/C(=C\c1ncc([N+](=O)[O-])n1C)C2=O,-66*,-57*,-94*,-24*,-85*,-55*,/,-54*
CNc1cc(Nc2ccc(CC(=O)Nc3cccc(C(F)(F)F)c3)cc2)ncn1,115,94,59,88,85,98,89,88
Cc1cc(O)c(C(C)C)cc1N=Cc1cc([N+](=O)[O-])ccc1O,111,119,97,119,104,101,100,/
CC(=O)OC(c1ccccc1)C(OC(C)=O)c1ccccc1 (stereo unspecified),98,96,103,101,93,104,/,100
O=C(CSc1nnc(-c2cnccn2)n1-c1ccccc1)c1ccccc1,116,101,102,89,89,106,98,90

Given with values under each structure: part of the list above.
Each structure is followed by: MALME-3M, UACC-257, SK-MEL-5, A549/ATCC, UACC-62, M14, EKVX, SK-MEL-2
> CCCCCCCC/C=C\CCCCCCCC(=O)OCCCCCCCCCCCCCCC
    113&126, 106&108, 109&106, 90&101, 105&113, 111&115, 93&99, 121&108
> Cc1cc(C)cc(CCc2cc(C)cc(C)c2)c1
    /, 98, 109, 97, 101, 112, 95, 105

The results go on.
compound,MALME-3M,UACC-257,SK-MEL-5,A549/ATCC,UACC-62,M14,EKVX,SK-MEL-2
CCCCCc1nc2c(c(C)nn2-c2ccc(C#N)cc2)c2c1CCCC2,115,109,96,104,88,103,/,108
Nc1nc2cc(Cl)c(Cl)cc2n2cc3ccccc3c12,100,98,73,61,82,78,86,101
O=C(O)c1cc(Cl)ccc1O,90,96,106,100,102,84,100,96
O=C(CN1CCOCC1)Nc1nc2c(s1)Nc1cc(Cl)c(Cl)cc1NC2=O,123,94,/,103,105,106,/,/

Assay outcomes (PubChem)
